ALOX12 inh: inhibitors of human 12S-lipoxygenase ALOX12 | hit rate 1.1% among 580,000 | purified 12hLO, xylenol orange hydroperoxide absorbance | Potency, µM (top dose mostly 108 µM), for the others: top-dose activity change, negative = inhibition, usual class: inhibitors | AID 1671190 | P18054; note: % is set by controls: 0 for no effect and ±100 for the full control effect
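Hydroperoxide product was detected by ferrous iron/xylenol orange as the 573 to 405 nm absorbance ratio. Arachidonic acid at 40 uM (final) was turned over for 30 min at room temperature by 150 nM human 12hLO, pH 7.0 Hepes buffer, after 15 min compound preincubation.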
TrxR1 inh: blocks rat thioredoxin reductase 1; recombinant rTrxR1, NADPH fluorescence consumption, selenite substrate; AID 588453; Potency, µM (top dose mostly 114 µM), without a hit: at the highest dose activity change, negative = inhibition, usual class: inhibitors; hit rate 1% among 390,000; note: % is set by controls: 0 for no effect and ±100 for the full control effect; nearly all actives have a fitted effect of over 65% in size
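Rat TrxR1 (90 nM in the dispensed reagent) was pre-reduced with 400 uM NADPH for 5 min at room temperature, then incubated with compound for 15 min. After 400 uM selenite was added, NADPH fluorescence (Ex 340/Em 450 nm) was followed for 8 min.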
Vif-APOBEC3G blk: inhibitors of Vif-APOBEC3G interaction; Q9HC16; HeLa A3G-eYFP + Vif (tagged APOBEC3G with the HIV-1 protein that degrades it), YFP fluorescence, overnight; Potency, µM (highest dose often 46.1 µM), for the others: top-dose activity, negative = active, most hits filed as inhibitors; hit rate 0.076% among 410,000; AID 602310;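 note: % is set by controls: 0 for no effect and ±100 for the full control effect; nearly all actives have a fitted effect of over 60% in size; hits raise eYFP signal because A3G escapes Vif-driven loss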
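Read-out is eYFP fluorescence (Ex 488/Em 500-530) from Vif-expressing HeLa A3G-eYFP cells; more signal means A3G escaped Vif-mediated degradation. Cells plated overnight, compound pinned in, incubated overnight at 37 deg C.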
USP1-UAF1 inh: inhibitors of human USP1/UAF1 deubiquitinase. O94782. recombinant USP1/UAF1, Ub-Rhodamine cleavage fluorescence. Potency, µM (series often up to 57.1 µM), for the others: at the highest dose activity change, negative = inhibition, usual class: inhibitors. hit rate 0.23% among 390,000. AID 743255; note: % is set by controls: 0 for no effect and ±100 for the full control effect; nearly all actives have a fitted effect of over 60% in size; inactives centre near -12
Target sequence (O94782 whole entry, looked up): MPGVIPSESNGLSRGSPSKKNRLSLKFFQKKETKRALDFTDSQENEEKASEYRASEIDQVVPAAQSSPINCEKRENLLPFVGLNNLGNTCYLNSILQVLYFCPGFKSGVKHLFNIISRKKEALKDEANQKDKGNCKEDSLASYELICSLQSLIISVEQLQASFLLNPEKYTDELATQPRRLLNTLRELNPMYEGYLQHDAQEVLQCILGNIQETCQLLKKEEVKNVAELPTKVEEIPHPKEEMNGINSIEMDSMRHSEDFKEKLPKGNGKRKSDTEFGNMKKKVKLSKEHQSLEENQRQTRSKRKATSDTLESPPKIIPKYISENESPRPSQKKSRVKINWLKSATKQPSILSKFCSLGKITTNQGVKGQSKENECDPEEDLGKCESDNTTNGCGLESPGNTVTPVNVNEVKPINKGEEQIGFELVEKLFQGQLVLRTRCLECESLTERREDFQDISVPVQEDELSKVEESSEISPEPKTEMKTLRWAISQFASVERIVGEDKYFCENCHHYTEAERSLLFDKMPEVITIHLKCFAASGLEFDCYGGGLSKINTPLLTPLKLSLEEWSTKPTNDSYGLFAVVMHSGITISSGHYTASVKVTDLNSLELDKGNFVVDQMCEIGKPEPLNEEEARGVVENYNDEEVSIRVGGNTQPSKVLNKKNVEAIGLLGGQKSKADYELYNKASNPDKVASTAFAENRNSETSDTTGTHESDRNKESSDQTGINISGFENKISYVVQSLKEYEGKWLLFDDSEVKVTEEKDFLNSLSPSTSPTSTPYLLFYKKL
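Step one: compound is pinned into 1nM USP1/UAF1 in HEPES pH 7.8 buffer with TCEP. Step two: 15 min room-temperature incubation. Step three: Ub-Rho (150nM final) starts cleavage, tracked by fluorescence over six one-minute reads.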
RXFP1 agonist: activates the human relaxin receptor RXFP1; AID 2676; hit rate 0.3% among 370,000; Potency, µM (doses to about 57.5 µM), without a hit: top-dose activation, usual class: activators; HEK293T-RXFP1 cAMP TR-FRET, 30 min; response scale: percent of porcine relaxin response, buffer zero; note: % is set by controls: 0 for no effect and ±100 for the full control effect; nearly all actives have a fitted effect of over 60% in size; many of its hits are not listed in these tables
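HEK293 cells stably expressing RXFP1, treated 30 min at 37C with compounds plus PDE4 inhibitor Ro 20174; cAMP measured by HTRF TR-FRET. Normalized to buffer and 29 nM porcine relaxin; EC50 by Hill fit.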
Vif-APOBEC3F blk: Vif-A3F binding inhibition. AID 602313. hit rate 0.2% among 390,000. Potency, µM (titrated, usually from 46.1 µM), for the others: at the top dose activity, negative = active. HeLa A3F-eYFP + Vif (tagged APOBEC3F with the HIV-1 protein that degrades it), YFP fluorescence increase; note: % of control where 0% means no effect; nearly all actives have a fitted effect of over 65% in size
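HeLa cells stably expressing A3F-eYFP plus Vif, plated and incubated overnight at 37 deg C, then exposed to compounds overnight at 37 deg C. Blocked degradation read as raised yellow fluorescence (Ex 488/Em 500-530).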
RGS4 inh: human RGS4 inhibition | Transcreener GDP fluorescence polarization, RGS4-accelerated GTP hydrolysis | P49798 | Potency, µM (highest dose often 114 µM), inactives show at the highest dose activity change, negative = inhibition, most hits filed as inhibitors | AID 504845 | hit rate 0.039% among 390,000; note: % is set by controls: 0 for no effect and ±100 for the full control effect; nearly all actives have a fitted effect of over 75% in size; some results filed as inactive show a strong effect at the top dose
Target sequence (P49798 whole entry, looked up): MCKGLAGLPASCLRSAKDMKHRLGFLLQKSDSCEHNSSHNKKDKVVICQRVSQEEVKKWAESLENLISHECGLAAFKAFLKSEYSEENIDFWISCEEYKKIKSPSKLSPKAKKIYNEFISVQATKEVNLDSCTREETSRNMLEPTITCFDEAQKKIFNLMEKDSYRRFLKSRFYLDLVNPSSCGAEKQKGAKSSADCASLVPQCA
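MLSMR compounds (23 nl, pin-transferred) preincubated 10 min at room temperature with a 500nM (2x) first reagent, then RGS4 at 900nM (2x) plus Transcreener GDP mix added; fluorescence polarization (620/688 nm) read before and after 90 min at 30 °C.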
IDH1 R132H inh: human IDH1 R132H inhibition; AID 602179; Potency, µM (doses to about 76.6 µM), for inactives: at the top dose activity change, negative = inhibition, most hits filed as inhibitors; IDH1-R132H enzyme, NADPH consumption, diaphorase/resazurin fluorescence; hit rate 0.093% among 390,000; O75874; note: % is set by controls: 0 for no effect and ±100 for the full control effect; nearly all actives have a fitted effect of over 65% in size
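IDH1-R132H (0.5 ug/mL dispensed) in pH 7.5 Tris buffer was preincubated 30 min with compound, then given a substrate mix of 0.016 mM NADPH and 2 mM alpha-KG for 80 min at room temperature; remaining NADPH was read by diaphorase/resazurin fluorescence.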
TrxR1 substrate: is turned over as a substrate by rat TrxR1. O89049. purified TrxR1 substrate turnover, NADPH consumption readout. Potency, µM (top dose mostly 114 µM), for the others: at the top dose activity change, negative = substrate turnover. hit rate 0.01% among 390,000. AID 588456; note: % is set by controls: 0 for no effect and ±100 for the full control effect; nearly all actives have a fitted effect of over 50% in size
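Rat TrxR1, dispensed at 90 nM, was prereduced with 400 uM NADPH (final) for 5 min at ~22 deg C, then incubated with compound 15 min before 400 uM selenite. A first-read NADPH fluorescence drop versus no-compound background flagged substrates.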
The depositor's hits bear a star; ? = inconclusive; / = not tested or not shown; & = joins results of further samples; [ ] = dose if it differs, or a comment. Calls come from the whole dose curve; as a rule, active = well fitted curve in the direction sought with a large enough effect; inconclusive = small, poorly fitted or top-dose-only effect, or another doubt; inactive = no such curve, though single readings can be large; an effect the other way counts as inactive or inconclusive. Potency is the fitted concentration of half-maximal effect. Only part of the results is shown. The share of hits here may be higher or lower than overall.

SMILES	ALOX12 inh	TrxR1 inh	Vif-APOBEC3G blk	USP1-UAF1 inh	RXFP1 agonist	Vif-APOBEC3F blk	RGS4 inh	IDH1 R132H inh	TrxR1 substrate
COc1ccc(NC(=O)CSc2nc(-c3ccncc3)nn2CC(=O)N2CCCC2)cc1	-2%	17%[57.1 µM]	0%	-9%	0.4%	2%	22%	15%	7%[57.1 µM]
O=S(=O)(Nc1cc(F)ccc1F)c1ccc2[nH]c3c(c2c1)CCCC3	?	11%	-16%	7%	0.0%	-9%	-21%	-6%	-4%
CC(C)(C)OC(=O)N1CCC(c2c(C(=O)NCc3ccccc3)cnn2-c2ccccc2)CC1	-22%	20%	2%	-11%	6.0%	8%	-4%	17%	-2%
CCc1ccc(NC(=O)Cn2cc(S(=O)(=O)c3ccc(F)cc3)c(=O)c3cc(OC)ccc32)cc1	-29%	5%	-1%	-12%	9.3%	-11%	-1%	3%	2%
CC(=O)Nc1cccc(-c2nn[nH]n2)c1	-14%	16%	1%	-17%	-0.4%	1%	5%	1%	5%
CN(CC(=O)Nc1ccccc1Br)C(=O)COc1ccc2ccccc2c1	29%	19%	1%	-19%	0.9%	-4%	-21%	0%	-2%
C=CCNC(=O)C1(c2ccccc2)CC1(Cl)Cl (stereo not given)	-19%	6%[57.1 µM]	2%	-5%	3.3%	-5%	-25%	1%	2%[57.1 µM]
CCOCCOc1cccc(C(=O)NC(C)c2ccc3ccccc3c2)c1 (stereo not given)	25%	-9%	0%	6%	0.2%	3%	7%	9%	-13%
CCC(CC)C(=O)Nc1cccc(/C(C)=N/NC(=O)c2ccccc2Cl)c1	9%	8%	0%	-27%	-0.2%	1%	-7%[11.4 µM]	2%	10%[57.1 µM]
COc1cc2c(cc1OC)CN(C(=O)c1ccc(OC)c([N+](=O)[O-])c1)CC2	0%	10%[57.1 µM]	-1%	-9%	0.3%	8%	-14%	3%	8%[57.1 µM]
O=C(NCC1CCOCC1)C1CCC(=O)N(Cc2cccc(C(F)(F)F)c2)C1 (stereo not given)	-9%	21%	1%	-23%	-3.6%	-3%	-21%[56.9 µM]	-12%	2%
Cc1nn(C(C)C(=O)NCc2ccc(Cl)cc2)c(=O)c2cc3occc3n12 (stereo not given)	1%	17%	-2%	-13%	20%	3%	10%	-4%	4%
CCn1ncc(/C=C/C(=O)NCc2cnn(C)c2C)c1C	17%	15%	-1%	-6%	1.0%	-2%	-11%	4%	8%[57.1 µM]
Oc1ccc(-c2nc3ccccc3s2)c(O)c1	5%	19%	-9%	-23%	7.8%	3%	-9%	8%	17%
Cc1cc(C)c(NC(=O)c2ccoc2C)c(C)c1	-26%	-5%	1%	-5%	-2.2%	-5%	11%[11.4 µM]	5%	9%[57.1 µM]
COc1cc(OC)c(NS(=O)(=O)c2c(C(=O)N3CCC(C)CC3)c(C)n(C)c2C)cc1Cl	-19%	2%[57.1 µM]	6%	-20%	6.2%	3%	12%	-1%	-1%[57.1 µM]
CCCC(=O)Nc1ccc(Cl)c(NC(=S)NC(=O)c2cc3ccccc3o2)c1	0%	-10%	0%	-10%	-0.2%	1%	17%	1%	-10%
COc1ccccc1CNC(=O)c1ccc(C)c(-n2cnc3cccnc32)c1	-12%	6%	0%	-24%	0.0%	0%	-1%	-2%	0%
C[C@@H]1CCCCO[C@@H](CN(C)C(=O)c2ccccc2)[C@@H](C)CN([C@H](C)CO)C(=O)c2cc(N(C)C)ccc2O1	?	/	2%	-9%	/	-1%	/	2%	/
CCOC(=O)c1c(S(=O)(=O)NCC(=O)Nc2cccc(C)c2C)c(C)n(C)c1C	8%	23%	2%	-14%	4.3%	5%	-3%	10%	5%
CC(C)CCNC(=S)Nc1ccc2nc3n(c(=O)c2c1)CCCCC3	-8%	?	0%	-15%	-0.3%	-16%	11%	2%	-3%
Nn1c(Cc2ccccc2)nc2cc(Cl)ccc2c1=O	0%	41%	1%	-11%	-0.2%	1%	31%	16%	7%
COc1ccc(S(=O)(=O)NCC(=O)N(CC(=O)NCC2CCCO2)c2ccccc2C)cc1 (stereo not given)	7%	29%	2%	8%	-0.1%	-1%	3%	0%	5%
COc1ccc(-n2c(=O)c3sc4ccccc4c3n(Cc3ccccc3C)c2=O)cc1OC	-17%	11%	3%	-23%	1.8%	2%	4%	-1%	4%
CCN(C(=O)COC(=O)COc1ccc(Cl)c(C)c1)C1CCS(=O)(=O)C1 (stereo not given)	5%	11%	1%	-9%	0.1%	-2%	-3%	-5%	6%

Whole records, quoted from the list. Order of screens: ALOX12 inh | TrxR1 inh | Vif-APOBEC3G blk | USP1-UAF1 inh | RXFP1 agonist | Vif-APOBEC3F blk | RGS4 inh | IDH1 R132H inh | TrxR1 substrate
CC(C)CCNC(=S)Nc1ccc2nc3n(c(=O)c2c1)CCCCC3 is entered as -8% | ? | 0% | -15% | -0.3% | -16% | 11% | 2% | -3%
CCN(C(=O)COC(=O)COc1ccc(Cl)c(C)c1)C1CCS(=O)(=O)C1 (stereo not given) is entered as 5% | 11% | 1% | -9% | 0.1% | -2% | -3% | -5% | 6%
CC(=O)Nc1cccc(-c2nn[nH]n2)c1 is entered as -14% | 16% | 1% | -17% | -0.4% | 1% | 5% | 1% | 5%
COc1ccc(-n2c(=O)c3sc4ccccc4c3n(Cc3ccccc3C)c2=O)cc1OC is entered as -17% | 11% | 3% | -23% | 1.8% | 2% | 4% | -1% | 4%

Next part:
SMILES	ALOX12 inh	TrxR1 inh	Vif-APOBEC3G blk	USP1-UAF1 inh	RXFP1 agonist	Vif-APOBEC3F blk	RGS4 inh	IDH1 R132H inh	TrxR1 substrate
COc1ccc(CCN(Cc2cc3cc(C)cc(C)c3nc2Cl)C(=O)C2CC2)cc1	-15%	8%	2%	-18%	-0.5%	-3%	25%	2%	4%
CCOC(=O)N1CCN(c2nnc(-c3ccccc3)c3ccccc23)CC1	2%	-4%	-3%	-29%	1.7%	4%	-13%	12%	-7%
Clc1ccccc1NN(Cc1ccncc1)c1ccccc1Cl	?	/	-21%	-26%	/	?	/	3%	/
Cc1ccc(OCC(=O)NCC(=O)Nc2ccc(F)c(F)c2F)c([N+](=O)[O-])n1	-1%	11%	2%	-20%	-0.2%	-1%	17%	-5%	-3%
COc1ncnc2c1ncn2CCCNCC(c1ccccc1)c1ccccc1	21%	/	-1%	-15%	/	0%	/	11%	/
CCc1nn(CCCC(=O)NCc2cc(Br)ccc2OC)c(=O)c2cc3occc3n12	-10%&0%	17%&18%	0%	-23%&-19%	-4.1%&1.1%	1%	?	6%	5%&5%
Cc1nn(C)cc1/C=C/C(=O)c1ccc(O)cc1	-21%	-15%	-4%	-2%	0.3%	1%	11%	-6%	-13%
Cn1c(=O)c2cc(S(=O)(=O)NC(C(=O)Nc3cccc(F)c3)c3ccccc3)ccc2n(C)c1=O (stereo not given)	10%[57.4 µM]	19%	-2%	-17%	1.8%	1%	-7%	-2%	0%
CC(=O)Nc1ccc(S(=O)(=O)NCCC(=O)Nc2ccc(C)c(Cl)c2)cc1	-22%	9%	2%	-9%	0.6%	-7%	-2%	-2%	0%
O=C(NC1(C(F)(F)F)C(=O)Nc2c1c(=O)[nH]c(=O)n2Cc1ccccc1)c1ccc(Cl)cc1Cl (stereo not given)	-14%	?	0%	-11%	-1.1%	0%	28%	1%	-3%
O=C(C1CCCN(S(=O)(=O)c2ccc(Br)cc2)C1)N1CCN(Cc2ccccc2)CC1 (stereo not given)	273%[activator]	-3%	6%	-19%	-0.4%	4%	0%	-6%	3%
O=[N+]([O-])c1ccc(NC(=S)NCC(c2cccnc2)N2CCOCC2)cc1 (stereo not given)	-2%	-28%	0%	-15%	-0.6%	-12%	-15%	3%	-4%
O=c1[nH][nH]c(-c2ccccc2)c1C=Nc1ccc(Cl)cc1	-20%	7%	3%	-22%	3.0%	1%	1%	-3%	-4%
CCN(CC(=O)Nc1c(F)cccc1F)C(=O)c1ccc(COc2ccccc2)o1	28%	-12%	2%	-7%	2.3%	8%	-6%	-2%	-13%
CCOc1ccc(CNc2nc3ccccc3n2CCN2CCOCC2)cc1	-17%	-4%	1%	1%	0.4%	-6%	-34%	1%	0%
CC1(c2ccccc2)NC(=S)N2C1NC(=S)N2c1ccccc1 (stereo not given)	-18%	-15%	1%	-5%	1.5%	-23%	-12%	8%	-4%
Cc1cccc(N2CCN(C(=O)c3cccs3)CC2)c1C	?	10%[57.1 µM]	-8%	-20%	0.4%	-3%	1%	7%	10%[57.1 µM]
Cc1cc(F)ccc1NC(=O)CCS(=O)(=O)c1cc2c(cc1C)NC(=O)CO2	-2%	23%	-3%	-14%	0.2%	6%	21%	9%	20%[11.4 µM]
COc1ccc(-n2nc(C(=O)NCC(=O)NCCCN3CCOCC3)c3ccccc3c2=O)cc1	?	1%	-1%	-17%	16µM*	1%	35%	-4%	-3%
O=C1NCCCC1C(=O)Nc1ccccc1C(F)(F)F (stereo not given)	-4%	3%	2%	-7%	0.2%	1%	14%	-2%	-7%
O=C(Nc1cccc(C(F)(F)F)c1)c1cccnc1NCCc1ccccc1	?	18%[11.4 µM]	-11%	-26%	?	-17%	2%	-2%	5%[11.4 µM]

Source: PubChem BioAssay (National Center for Advancing Translational Sciences (NCATS))
